Compound activity (PubChem BioAssay)
aSyn yeast rescue: qHTS of alpha-syn Inhibitors: NCGC Sytravon Library Screen; Potency, µM (top dose mostly 46.1 µM), without a hit: at the top dose growth rescue (activation), most hits filed as activators; S. cerevisiae alpha-synuclein toxicity rescue, BacTiter-Glo growth, 24 h; 94,000 tested, 0.02% active; AID 1347070, 2019; active = well fitted activation curve with a large enough effect; note: 0% is about no effect
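Growth restoration measured by BacTiter-Glo luminescence after 24 hr at 30 deg C; alpha-synuclein yeast, raffinose-pregrown to mid-log, were added at OD600=0.02 in galactose medium onto pinned compounds.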
The depositor's hits bear a star; [ ] = remark or other dose. Potency is the fitted concentration of half-maximal effect.

SMILES | aSyn yeast rescue
CCOc1ccc2nc(NC(=O)CSCC(=O)Nc3cc(C)on3)sc2c1 | -2.0%
COc1cc(CN2CCc3nc(N4CCN(c5ccccn5)CC4)ncc3C2)cc(OC)c1OC | -6.1%
CC(C)Oc1ccc(CNC(=O)C2CCN(C(=O)N3CCOc4ccccc43)CC2)cc1 | 3.7%
Cc1ccc(Cn2nnc3c(=O)[nH]c(C4CCN(S(=O)(=O)Cc5ccccc5)CC4)nc32)cc1 | 6.8%
Cc1cccc(OC(=O)Nc2ccc(C(=O)O)c(O)c2)c1 | -6.4%
CC(=O)Nc1cc(C)nn1-c1nc2ccccc2s1 | -10.7%
Cc1ccc(Cn2c(=O)n(CCCCC(=O)NCCc3ccc(Cl)cc3)c(=O)c3ccccc32)cc1 | 5.1%
CCCCOC(=O)/C(C#N)=C/c1ccc(-c2ccc(Br)cc2)o1 | -1.3%
COC(=O)c1ccc(-n2nnc(-c3nc(-c4ccccc4Cl)no3)c2C)cc1 | -1.6%
O=C(NCC(c1ccco1)N1CCOCC1)C1CCCCC1 (configuration not stated) | -4.4%
CC(=O)c1ccc(NC(=O)CSc2nnc(C3CC3)n2C)cc1 | -9.1%
O=C(NCC12CC3CC(CC(C3)C1)C2)c1cc2nc(-c3ccc(Cl)cc3)cc(C(F)(F)F)n2n1 | 7.8%

Some of the entries so far, with each value named:
Compound: O=C(NCC12CC3CC(CC(C3)C1)C2)c1cc2nc(-c3ccc(Cl)cc3)cc(C(F)(F)F)n2n1
  aSyn yeast rescue: 7.8%
Compound: CC(=O)c1ccc(NC(=O)CSc2nnc(C3CC3)n2C)cc1
  aSyn yeast rescue: -9.1%
Compound: CCCCOC(=O)/C(C#N)=C/c1ccc(-c2ccc(Br)cc2)o1
  aSyn yeast rescue: -1.3%

Following part.
SMILES | aSyn yeast rescue
COc1ccc(C2=Nc3ccc(C)cc3NC(c3ccc(Cl)cc3)=N2)cc1 | -7.5%
CC(C)N1CCc2c(sc(NC(=O)c3ccc(S(=O)(=O)N4CCc5ccccc54)cc3)c2C(N)=O)C1 | 5.4%
O=C(NCc1ccccc1)C(=O)NCC(c1cccnc1)N1CCN(c2ccccc2)CC1 (configuration not stated) | 9.2%
Nc1nc2ccccc2n1/N=C/c1ccc([N+](=O)[O-])s1 | -4.3%
Cc1c(Cl)cccc1NC(=O)C(C)n1nnc2sc3c(c2c1=O)CCCC3 (configuration not stated) | -11.1%
COc1ccc(-n2cc(CNCCc3cnc[nH]3)c(-c3cccc(F)c3)n2)cc1 | 1.1%
O=C1CCc2cc(S(=O)(=O)Nc3ccccc3F)cc3c2N1CCC3 | 6.1%
O=S(=O)(Nc1nc2ccccc2nc1NCC1CCCO1)c1ccccc1 (configuration not stated) | 6.9%
Cc1cccc(C(=O)NNC(=O)c2ccc(S(=O)(=O)N3CCOCC3)cc2)c1 | -2.8%
COCCNc1nnc(SCC(=O)NNC(=O)c2ccc([N+](=O)[O-])cc2)s1 | -2.7%
CCCN(CCC)C(=O)c1c[nH]c2ccc(S(=O)(=O)Nc3cc(C)cc(C)c3)cc2c1=O | -5.1%
O=C(/C=C/c1ccc2c(c1)OCO2)NCCS(=O)(=O)N1CCN(c2ccccc2)CC1 | -1.5%
CCCOc1ccc(CNC(=O)C2CCN(c3nc4ccccc4nc3C(F)(F)F)CC2)cc1 | 3.9%
Cc1cc(C)c2c(=O)n(CC(=O)N3CCC(N4CCCCC4)CC3)sc2n1 | -1.2%
COc1ccc(NS(=O)(=O)c2ccc3c(c2)C(C(C)C)C(=O)N3)cc1 (configuration not stated) | -2.8%
CC(=O)Nc1nc(C)c(Oc2ccc(C)cc2)c(=O)[nH]1 | -5.3%
CCOC(=O)C1CCN(C(=O)c2ccc(OCC(=O)Nc3cccc(C(F)(F)F)c3)c(OC)c2)CC1 | -6.2%
Cc1cc(C(=O)NCCc2ccc(Cl)cc2)c2c(C)nn(-c3ccccc3)c2n1 | 2.0%
Clc1ccc(CNc2nc3ccccc3c3nc(-c4cccnc4)nn23)cc1 | 0.9%
CCOc1cc(C2Sc3ccccc3NC3=C2C(=O)c2ccccc23)ccc1O (configuration not stated) | -24.9%
CN(C)S(=O)(=O)c1cccc(NC(=O)COC(=O)c2ccc3c(c2)OCO3)c1 | -6.0%
CCOC(=O)c1noc2nc(C)n(Cc3cccc([N+](=O)[O-])c3)c(=O)c12 | 5.2%
CCOC(=O)c1c(C)oc2c1c(C=NCCO)c(O)c1ccccc12 | -0.7%
COc1ccc(C/C(N)=N/OC(=O)c2ccco2)cc1OC | -0.5%
Clc1ccc(-c2nsc(N3CCOCC3)n2)c(Cl)c1 | 7.2%
Cc1c2cnn(-c3ccccc3)c(=O)c2c(C)n1CCCC(=O)N1CCN(C2CCCCC2)CC1 | -2.9%
COc1cc(C2c3c(-c4c(C)cc(C)cc4O)n[nH]c3C(=O)N2CCCOC(C)C)cc(OC)c1OC (configuration not stated) | -8.9%
COc1ccc(C(=O)OCC(=O)N2CCN(C(=O)c3ccco3)CC2)c(OC)c1OC | 4.3%
CCCNC(=O)N(C)C[C@H]1Oc2cc(Br)ccc2S(=O)(=O)N([C@@H](C)CO)C[C@@H]1C | 4.4%
Fc1ccc(N=C2NN=C(c3cc(F)ccc3F)CS2)cc1 | -6.6%
CC(=O)Nc1c(O)c2ccccc2[nH]c1=O | 8.6%
O=C(NNc1ccccc1[N+](=O)[O-])Nc1ccc(F)cc1 | 4.2%
Cc1ccc(NC(=O)CC(C)S(=O)(=O)c2ccc3c(c2)NC(=O)CO3)cc1Cl (configuration not stated) | 0.8%
COc1ccc(Nc2c(-c3cccc(O)c3)nc3cnccn23)cc1 | 4.2%
COc1cccc(C2CCCCN(C)C2=O)c1 (configuration not stated) | 4.2%
COc1ccc(C)cc1NC(=O)c1oc2ccc(S(=O)(=O)N3CCC4(CC3)OCCO4)cc2c1C | 15.6%
Cc1ccc(NC(=O)C2CCCN(S(=O)(=O)c3cccc4nsnc34)C2)c(C)c1 (configuration not stated) | -1.3%
Cc1c(-c2nsc(NC(=O)c3ccc(Cl)cc3)n2)nnn1-c1ccc(C(C)C)cc1 | -4.8%
COc1cc(C2c3c(-c4cc(C)ccc4O)n[nH]c3C(=O)N2Cc2ccco2)cc(OC)c1OC (configuration not stated) | 2.7%
Brc1ccc(C=Nc2ccc3c(c2)OCCOCCOCCO3)s1 | 2.5%
COc1ccc(NC(=O)CN2CCN(CC(=O)Nc3ccccc3F)CC2)c(OC)c1 | -3.4%
N#CC(=C1C=C(Br)C(=NO)C=C1Cl)c1cccc2ccccc12 | -33.1%[inhibitor]
CCOC(=O)Cn1nc2sc3ccccc3n2c(=O)c1=O | -6.6%
COc1cc2oc3ccccc3c(=O)c2cc1OC | 1.0%
NC(=O)C1(N2CCCCC2)CCN(C(=S)Nc2cccc(Cl)c2)CC1 | 6.2%
Cc1cc(C)c2c(-n3cccc3)c(C(=O)NCCCN3CCCCC3C)sc2n1 (configuration not stated) | -3.1%
O=C(NCC(c1ccco1)N1CCCCC1)c1ccc(S(=O)(=O)Nc2ccccc2)cc1 (configuration not stated) | 6.0%
Cc1ccc(NC(=O)NCCOCCn2c(=O)oc3ccccc32)c(C)c1 | 0.8%
CCOc1ccc(CNCc2ccc(C(=O)O)cc2)cc1OC | -4.0%
O=C(Nc1ccc(O)cc1)/C(=C\c1ccncc1)NC(=O)c1ccccc1 | -4.8%
Cc1cc(C)c(NC(=O)Cn2cc(S(=O)(=O)Cc3ccccc3F)c3ccccc32)c(C)c1 | -2.1%
CCOc1ccc(-c2nc(CSCC(=O)NCCc3ccccc3)c(C)o2)cc1 | -7.4%
CSc1ccc(CCNC(=O)c2ccc(-c3nc(COc4ccc(C)cc4)c(C)o3)cc2)cc1 | 0.3%
O=C(NCC(c1ccc2c(c1)OCO2)N1CCN(c2ccccc2)CC1)c1ccccc1 (configuration not stated) | -4.6%
COc1ccc(-c2noc(CCC(=O)NC3CCCCCC3)n2)cc1OC | 1.7%
Cc1ccc(NC(=O)CSc2nnc3scc(-c4ccc(Cl)cc4)n23)cc1 | -5.4%
CCCC(O)c1nc2ccccc2n1Cc1ccccc1OC (configuration not stated) | -5.0%
Cc1ccccc1CNC(=O)c1cc2cccc3c2n1CC(C)S3 (configuration not stated) | 12.0%
O=C(Nc1ccc(Br)cc1)C1CCCN1S(=O)(=O)c1ccc(F)cc1 (configuration not stated) | 13.7%
Cc1ccc(NC(=O)c2ccc(Cl)cc2Cl)c(C(=O)c2ccccc2)c1 | -4.8%
New compounds follow:
SMILES | aSyn yeast rescue
Cc1ccccc1CNC(=O)C(C)Sc1ccccc1 (configuration not stated) | -0.7%
Cc1ccc(Cn2c(=O)n(CC3CCC(C(=O)N4CCC(C)CC4)CC3)c(=O)c3sccc32)cc1 (configuration not stated) | 2.2%
Cc1ccc(C2=Nc3ccccc3NC(c3ccncc3)=N2)cc1 | 7.4%
COc1ccc(CN2COc3ccc4c(-c5ccccc5)cc(=O)oc4c3C2)cc1OC | -4.1%
O=C1/C(=C/c2ccc(O)cc2)COc2ccccc21 | -4.2%
O=C(Cc1ccccc1)NCC(=O)Nc1ccc(OC(F)(F)F)cc1 | 0.6%
COc1ccccc1CNS(=O)(=O)CCNC(=O)c1ccccc1 | -6.1%
O=C(COC(=O)c1ccc(O)cc1)NCC1CCCO1 (configuration not stated) | 7.5%
COC(=O)c1cc2oc(C)cc2n1Cc1ccc(C)cc1 | 5.5%
CC(C)Oc1ccc(CNC(=O)c2ccc3nc(Cc4ccccc4)oc3c2)cc1 | 6.0%
O=C(Cn1ncc2c3ccccc3n(Cc3ccccc3F)c2c1=O)NC1CCCCCC1 | 3.4%
C[C@@H]1CN([C@@H](C)CO)S(=O)(=O)c2ccc(Br)cc2O[C@H]1CN(C)C(=O)C1CCOCC1 | 13.7%
COc1ccc(S(=O)(=O)N2CCN(c3ccccc3)CC2)cc1-c1noc(C)n1 | 2.5%
CCC(=O)N1c2ccccc2CC1C(=O)NCCCN1CCN(c2ccccc2)CC1 (configuration not stated) | -6.9%
CC(=O)N1CCCc2cc(S(=O)(=O)N3CCC(C(=O)NCCC(C)C)CC3)ccc21 | -1.4%
CC(NC(=O)CSc1nc(-c2cccc(Cl)c2)nc2cc(=O)[nH]n12)c1nc2ccccc2n1C (configuration not stated) | -0.7%
CCOc1cccc(CC(=O)N2CCc3c([nH]c4ccccc34)C2c2ccc(C)cc2)c1OCC (configuration not stated) | 0.9%
CN(C)CCN(Cc1cc2cc3c(cc2nc1Cl)OCO3)C(=O)c1ccco1 | -8.0%
COc1ccccc1OCC(=O)NCC1(N2CCOCC2)CCCCC1 | 4.5%
CCOC(=O)N1CCN(C(=O)COc2cc(C)c(Cl)c(C)c2)CC1 | -1.4%
COc1ccc2c(Cl)c(C(=O)N/N=C/c3cccnc3)sc2c1 | -2.9%
CCOC(=O)N1CCN(Cc2c(O)ccc3ccccc23)CC1 | 6.9%
CCOc1ccc(NC(=O)C2CCCN(c3nnc(-n4c(C)ccc4C)s3)C2)cc1 (configuration not stated) | -5.3%
COc1cc(C2NC(=O)NC(c3ccccc3)=C2C(C)=O)cc(Cl)c1OCC(=O)O (configuration not stated) | 7.7%

Among those listed so far, these contain a thiophene ring, fused or not.
SMILES | aSyn yeast rescue
CC(C)N1CCc2c(sc(NC(=O)c3ccc(S(=O)(=O)N4CCc5ccccc54)cc3)c2C(N)=O)C1 | 5.4%
Nc1nc2ccccc2n1/N=C/c1ccc([N+](=O)[O-])s1 | -4.3%
Cc1c(Cl)cccc1NC(=O)C(C)n1nnc2sc3c(c2c1=O)CCCC3 (configuration not stated) | -11.1%
Brc1ccc(C=Nc2ccc3c(c2)OCCOCCOCCO3)s1 | 2.5%
Cc1cc(C)c2c(-n3cccc3)c(C(=O)NCCCN3CCCCC3C)sc2n1 (configuration not stated) | -3.1%
Cc1ccc(Cn2c(=O)n(CC3CCC(C(=O)N4CCC(C)CC4)CC3)c(=O)c3sccc32)cc1 (configuration not stated) | 2.2%
COc1ccc2c(Cl)c(C(=O)N/N=C/c3cccnc3)sc2c1 | -2.9%

Next part:
SMILES | aSyn yeast rescue
C[C@@H]1CN([C@@H](C)CO)C(=O)CCCn2nncc2CO[C@H]1CN(C)Cc1ccccc1 | -2.3%
C[C@H](CO)N1C[C@H](C)[C@H](CN(C)C(=O)Cc2ccncc2)Oc2ncc(Br)cc2C1=O | -1.1%
Cc1cccc(S(=O)(=O)c2cn(Cc3ccc(F)cc3)c3cc(N4CCCCC4)c(F)cc3c2=O)c1 | 3.3%
COc1cccc(NC(=O)CSC2=Nc3ccccc3C3=NC(CCC(=O)NCCc4ccccc4)C(=O)N23)c1 (configuration not stated) | 2.8%
Cc1ccc(C(=O)NCCNC(=O)c2ccc(C)nc2)cc1 | -6.2%
CCCC(=O)Nc1cccc(-c2cn3c(C)csc3n2)c1 | -15.6%
CCc1ccc(NC(=O)CCS(=O)(=O)c2ccc3c(c2)CCN3C(C)=O)cc1 | 3.9%
O=C(Cc1cccs1)NC1CC(=O)N(c2ccc(Cl)cc2)C1 (configuration not stated) | -1.8%
CCOc1ccccc1N(CC(=O)N1CCN(Cc2ccccc2)CC1)S(=O)(=O)c1ccccc1 | 13.3%
Cc1cc(C)c2c(c1)/C(=N/NC(=O)c1ccc(O)cc1)CCC2 | -7.5%
CCOC(=O)c1cc(CC)sc1N | -4.3%
CC(C)(C)c1ccc(OCC(=O)Nc2ccc(S(=O)(=O)Nc3ncccn3)cc2)cc1 | -2.0%
Cc1ccc(Cn2c(=O)n(Cc3ccc(Cl)cc3)c(=O)c3cccnc32)cc1 | 2.1%
CC1CCCCC1NC(=O)CSc1nnc(-c2ccco2)n1N (configuration not stated) | 5.4%
CC(C)(C)c1ccc(C(=O)Nc2nc3nc(-c4ccccc4)cc(=O)n3[nH]2)cc1 | -3.5%
CC(=O)c1sc(NC(=O)c2ccc(COc3ccccc3Cl)o2)nc1C | -5.8%
CC(C)(C)C(=O)N1CCn2c1nc1ccccc12 | 11.2%
COCCCNC(=O)c1ccc(Cn2c(=O)c3ccccc3n(Cc3c(C)cc(C)cc3C)c2=O)cc1 | -16.9%
CCOc1ccc(CC(=O)NNC(=O)/C=C/C(=O)O)cc1 | -6.9%

This is a subset; the hit share may differ from the screen's.
